Compound activity (PubChem BioAssay)
NCI-60 one-dose screen, 48 h, at 10 µM unless noted. Numbers give growth in % (100 = growth as untreated, 0 = no growth, -100 = all killed).
SW-620: SW-620 colon cancer | actives 5.2% (n = 82,000) | AID 1794795
HCT-116: HCT-116 colon cancer; actives 7.3% (n = 82,000); AID 1794798
KM12: KM12 colon cancer cells; actives 5% (n = 82,000)
NCI-H226: NCI-H226 lung cancer. AID 1794732. actives 3.5% (n = 79,000)
NCI-H322M: NCI-H322M lung cancer; actives 2.7% (n = 80,000); AID 1794733
NCI-H460: NCI-H460 lung cancer | actives 6.8% (n = 82,000) | AID 1794736
COLO 205: COLO 205 colon cancer. actives 7.3% (n = 79,000)
HT29: HT29 colon cancer | actives 7.4% (n = 81,000)
HCT-15: HCT-15 colon cancer. actives 5.2% (n = 82,000)
* marks the source's active call; other numbers are inactive results; . = not tested or not shown; & = joins results of further samples. The calls were made as follows: active = growth percent below 10; inactive = the rest.

SMILES	SW-620	HCT-116	KM12	NCI-H226	NCI-H322M	NCI-H460	COLO 205	HT29	HCT-15
C=CCNc1ccc2c3c(cccc13)C(=O)N(c1ccc(/C(=C(\C)c3ccccc3)c3ccccc3)cc1)C2=O	102	97	91	98	96	99	114	95	93
O=C1c2ccccc2C(=O)N1CCCCNc1ccccc1	105	98	67	92	.	89	114	110	97
CC(=O)c1sc(-c2cccc(C(F)(F)F)c2)cc1N	94	83	97	102	97	99	112	90	91
Nc1nc(=O)[nH]c(=O)[nH]1	94	92	98	95	98	113	.	.	105
CCOC(=O)C(=C(C)C)[N+](=O)[O-]	105	105	103	93	103	108	101	96	103
c1ccc(-c2[nH]cc3c2CCc2cncnc2-3)cc1	101	89	94	84	104	98	115	106	87
COc1ccc(-c2nc3ccc(-c4nc5ccc(N6CCN(c7ccncc7)CC6)cc5[nH]4)cc3[nH]2)cc1OC	36	18	93	46	81	84	13	23	89
CCCCCCC(=O)CCC(=O)CCCCCCCC(=O)O	102	110	104	104	107	107	116	90	99
O=Cc1csc2ccccc12	100	95	104	85	106	102	92	94	105
Oc1ccc(Cn2cc3c(c2-c2ccccc2)CCc2cnoc2-3)cc1	98	93	92	96	116	105	98	94	100
CCOc1ccc(C(=O)CCC(=O)O)c(C)c1	103	108	104	93	94	108	111	97	104
N=C(N)SCc1csc(N)n1	99	101	103	103	93	109	105	103	103
O=c1[nH]ccc2nc(N3CCC(O)CC3)nc(Nc3ccc(N4CCOCC4)cc3)c12	40	23	8.6*	46	84	36	-1.8*	23	31
NNC(=O)C1CC1	99	93	112	107	101	113	105	90	102
CONc1c2ccccc2nc2ccccc12	96	107	111	105	119	105	98	119	102
Cc1nc2c3c(ncn2n1)Oc1c(c(=O)[nH]c2ccc(Cl)cc12)C3c1ccc(Cl)cc1 (stereo not drawn)	92	84	99	87	93	98	88	86	86
Cc1nnc(-n2cccc2)s1	101	97	102	.	99	107	107	101	99
CC(=O)Oc1ccc(Cl)cc1Cc1cc(Cl)cc(Cc2cc(Cl)ccc2OC(C)=O)c1OC(C)=O	98	80	101	102	100	108	96	85	94
O=C(Nc1nccnc1OCc1ccc(Cl)cc1)Nc1cccc2ccccc12	104	104	98	105	97	.	.	96	97
Clc1ccc2c(c1)N(c1ncnc3ccc(-c4cnc5[nH]ncc5c4)cc13)CC2	47	36	36	24	12	20	31	19	25
COc1ccc(-c2cs/c(=N\N=C\c3ccc(Cl)cc3)n2-c2ccccc2)cc1	100	98	95	93	101	107	102	94	97
CCCCCCCCC(=O)C(=O)c1ccc(O)c(C)c1O	109	93	99	86	102	97	103	126	88
O=C(c1ccccc1)c1c(Nc2ccccc2)n[nH]c1-c1ccccc1	91	71	79	90	89	94	93	73	64
Nc1c(C(=O)c2ccccc2)sc2nc(-c3cccs3)cc(-c3cccs3)c12	29	17	29	81	81	14	36	11	31
CCC(C)OC(=O)C(O)c1ccccc1 (stereo not drawn)	100	108	109	103	111	103	106	106	113
More entries
SMILES	SW-620	HCT-116	KM12	NCI-H226	NCI-H322M	NCI-H460	COLO 205	HT29	HCT-15
NC(=S)N/N=C/c1cc(Cl)sc1Cl	105	97	106	90	114	101	.	101	93
C=C(C)[C@@H]1CC=C2c3sc(Cc4ccccc4C)nc3C[C@@H](C)[C@]2(C)C1	93	91	90	98	103	95	104	92	88
O=C(CSC(=S)N1CCOCC1)Nc1ccccc1	98	117	93	96	96	104	110	93	107
CNCCC1CCCCC1	95	87	101	84	95	100	105	96	99
CC1=NN(c2cn3c(-c4ccccc4)csc3n2)C(=O)C1	103	97	102	101	92	107	102	106	97
CCCCSC1=C(Cl)CN(c2ccc(Cl)cc2)C1=O	104	93	99	96	107	93	125	105	96
CC(=O)Nc1ccc(NC(=O)c2sc3nc4cc5c(cc4cc3c2N)OCCO5)cc1	109	85	101	102	104	101	102	92	99
COC1OC2COC(c3ccccc3)OC2C(NC(C)=O)C1OC(C)=O (stereo not drawn)	107	111	113	108	102	109	113	108	113
N#Cc1c(-c2ccc(Br)cc2)n2cnnc2[nH]c1=O	105	97	108	96	98	111	115	95	111
CCN1C(=O)CC(SC2CC(=O)N(CC)C2=O)C1=O (stereo not drawn)	108	104	104	104	110	109	81	80	105
Cc1ccc(S(=O)(=O)NCCNc2nccc(-c3c(-c4cccc([N+](=O)[O-])c4)nc4sccn34)n2)cc1	118	57	19	54	69	60	58	41	50
Oc1cc2oc3cc(O)c(O)cc3c2cc1O	118	107	100	99	101	110	109	105	97
O=C(Nc1ccc(Cn2nnc3c(F)cccc32)cc1)c1ccc([N+](=O)[O-])cc1	79	40	73	40	94	70	.	89	62
NNc1ccc2ccccc2c1	96&96	90&102	99&74	86&87	97&83	105&105	109&94	104&100	97&91
COc1ccc(/C=C2\N=C3N(N/C(=N\n4c(-c5ccccc5)cc(C)cc4=S)N3c3ccccc3)C2=O)cc1	106	105	101	100	103	100	117	113	83
COc1cc(C(=O)O)ccc1OC(C)=O	99	102	108	113	116	96	106	93	103
Nc1ncnc2c1c(-c1ccc(Oc3ccccc3)cc1)nn2C[C@@H]1SSC[C@@H]1O	25	7.6*	37	47	62	-31*	34	.	65
O=C(O)C(c1ccccc1)C1(O)CCCCCC1 (stereo not drawn)	108	112	111	95	115	107	124	103	106
CN1C(=O)C2(SCC(C(=O)NC(C)(C)CC(C)(C)C)N2C(=O)C2CCCCC2)c2ccccc21 (stereo not drawn)	100	94	99	95	98	99	100	97	99
N#CCCNC1CCCCC1	106	106	108	97	106	102	116	104	106
O=S(=O)(Nc1ccc(Cl)nn1)c1ccc(NC(=S)Nc2ccccc2O)cc1	98	103	105	.	99	93	.	108	97
O=C1CCCCN1CCCCC#Cc1cccc(C#Cc2cccs2)c1	63	41	83	80	146	30	56	73	35
CC(=O)Nc1nc(C)c(-c2csc(Nc3cccc(O)c3)n2)s1	103	107	104	106	118	106	116	112	108
O=C1CCC23C=CC(O2)C2(Nc4ccccc4NC2=O)c2c(Cl)cccc2N13 (stereo not drawn)	107	86	97	104	97	108	114	98	100
COc1ccc(C(=S)N2CCN(c3cccc(C)c3)CC2)cc1OC	36	37	43	98	100	52	80	43	44

Entries from the list above containing a nitro group on carbon:
SMILES	SW-620	HCT-116	KM12	NCI-H226	NCI-H322M	NCI-H460	COLO 205	HT29	HCT-15
CCOC(=O)C(=C(C)C)[N+](=O)[O-]	105	105	103	93	103	108	101	96	103
Cc1ccc(S(=O)(=O)NCCNc2nccc(-c3c(-c4cccc([N+](=O)[O-])c4)nc4sccn34)n2)cc1	118	57	19	54	69	60	58	41	50
O=C(Nc1ccc(Cn2nnc3c(F)cccc32)cc1)c1ccc([N+](=O)[O-])cc1	79	40	73	40	94	70	.	89	62

(more compounds)
SMILES	SW-620	HCT-116	KM12	NCI-H226	NCI-H322M	NCI-H460	COLO 205	HT29	HCT-15
C/C(=N\NC(=O)c1ccncc1)c1ccc(Cl)cc1Cl	92	106	113	98	124	92	98	113	96
O=C1c2cccnc2C(=O)c2c1c(C(=O)N1CCOCC1)c1ccccn21	83	92	90	87	95	68	100	104	91
Clc1ccc2nc(-c3c(-c4ccccc4)nc4ncccn34)[nH]c2c1	100	87	97	99	108	95	110	93	89
Brc1ccc(-c2cc(-c3ccc4c(c3)OCCO4)n[nH]2)s1	35	25	28	75	43	14	29	11	19
C[N+](C)(C)Cc1ccccc1C(=O)c1ccccc1	101	109	107	94	92	107	107	107	103
Oc1ccc(CCl)c2cccnc12	41	15	82	101	72	55	36	104	37
CNC(=O)c1cc(Oc2ccc3c(c2)sc2nc(-c4ccc(F)cc4)cn23)ccn1	91	94	73	94	105	98	101	97	90
Fc1cccc(COc2ccc(Nc3ncnc4sc5c(c34)CCCC5)cc2)c1	100	90	97	89	83	97	104	78	75
COC(=O)C1CC(=O)N(C(=O)Nc2ccc(Cl)cc2Cl)C1 (stereo not drawn)	105	98	104	95	108	.	.	101	99
C=CCC(CCC)(C(=O)Nc1ccc2nc(C)cc(N)c2c1)C(=O)Nc1ccc2nc(C)cc(N)c2c1	105	90	112	95	101	108	106	103	100
O=C(O)COc1ccc(F)c(Cl)c1	107	91	106	95	106	102	104	110	107
CC1(C)CC[C@]2(C(=O)N3CCOCC3)CC[C@]3(C)C(=CC[C@@H]4[C@@]5(C)C/C(=C/c6ccco6)C(=O)C(C)(C)[C@@H]5CC[C@]43C)[C@@H]2C1	74	62	96	69	102	99	108	83	81
COc1ccc(/C=C(\C#N)C(=O)c2ccccc2)cc1	103	101	108	98	105	103	112	104	106
COc1ccc(Cn2c(Br)c3c(c2-c2ccccc2)CCc2sc(NC(C)=O)nc2-3)cc1	91	98	93	.	84	96	103	93	98
Cc1ccc(NC(=O)c2ccc(N3CCN(c4ccccc4)CC3)cc2)cc1NC(=O)c1coc2nc(N)nc(N)c12	104	100	102	106	99	106	97	87	104
CCOP(=O)(OCC)OC[C@]12CCC(C)(C)C[C@H]1C1=CC[C@@H]3[C@@]4(C)C/C(=C\c5cccnc5)[C@H](OP(=O)(OCC)OCC)C(C)(C)[C@@H]4CC[C@@]3(C)[C@]1(C)CC2	26	11	24	34	61	11	-5.4*	12	14
O=S(=O)(c1ncsc1-c1ccccc1)N1CCN(c2ccc(F)cc2)CC1	101	96	98	86	95	101	110	96	97
COc1ccc([C@@H]2c3[nH]c4ccccc4c3C[C@@H]3C(=O)N(C4CCN(Cc5ccccc5)CC4)CC(=O)N23)c(OC)c1	73	47	76	81	110	70	50	32	57
Cc1c(C(=O)NCCN(C)C)n(C)c(=O)c2ccccc12	106	94	101	102	102	110	106	94	103
CCCCCCCCCCCCCCCCNC(=S)N/N=C/c1ccccc1O	105	82	86	78	103	87	105	93	84

Arranged by heavy-atom count (low to high): part of the list above
SMILES	SW-620	HCT-116	KM12	NCI-H226	NCI-H322M	NCI-H460	COLO 205	HT29	HCT-15
O=C(O)COc1ccc(F)c(Cl)c1	107	91	106	95	106	102	104	110	107
C[N+](C)(C)Cc1ccccc1C(=O)c1ccccc1	101	109	107	94	92	107	107	107	103
COc1ccc(/C=C(\C#N)C(=O)c2ccccc2)cc1	103	101	108	98	105	103	112	104	106
Cc1c(C(=O)NCCN(C)C)n(C)c(=O)c2ccccc12	106	94	101	102	102	110	106	94	103
Clc1ccc2nc(-c3c(-c4ccccc4)nc4ncccn34)[nH]c2c1	100	87	97	99	108	95	110	93	89
O=C1c2cccnc2C(=O)c2c1c(C(=O)N1CCOCC1)c1ccccn21	83	92	90	87	95	68	100	104	91
CCCCCCCCCCCCCCCCNC(=S)N/N=C/c1ccccc1O	105	82	86	78	103	87	105	93	84
CNC(=O)c1cc(Oc2ccc3c(c2)sc2nc(-c4ccc(F)cc4)cn23)ccn1	91	94	73	94	105	98	101	97	90
COc1ccc(Cn2c(Br)c3c(c2-c2ccccc2)CCc2sc(NC(C)=O)nc2-3)cc1	91	98	93	.	84	96	103	93	98
C=CCC(CCC)(C(=O)Nc1ccc2nc(C)cc(N)c2c1)C(=O)Nc1ccc2nc(C)cc(N)c2c1	105	90	112	95	101	108	106	103	100
Cc1ccc(NC(=O)c2ccc(N3CCN(c4ccccc4)CC3)cc2)cc1NC(=O)c1coc2nc(N)nc(N)c12	104	100	102	106	99	106	97	87	104
CC1(C)CC[C@]2(C(=O)N3CCOCC3)CC[C@]3(C)C(=CC[C@@H]4[C@@]5(C)C/C(=C/c6ccco6)C(=O)C(C)(C)[C@@H]5CC[C@]43C)[C@@H]2C1	74	62	96	69	102	99	108	83	81
CCOP(=O)(OCC)OC[C@]12CCC(C)(C)C[C@H]1C1=CC[C@@H]3[C@@]4(C)C/C(=C\c5cccnc5)[C@H](OP(=O)(OCC)OCC)C(C)(C)[C@@H]4CC[C@@]3(C)[C@]1(C)CC2	26	11	24	34	61	11	-5.4*	12	14

Hits appear at their usual frequency; about 11% have a hit in one of these screens.
